Source: PubChem BioAssay (Sanford-Burnham Center for Chemical Genomics)
tim23-1 inh: inhibits growth of tim23-1 mutant yeast; S. cerevisiae tim23-1 growth, BacTiter-Glo luminescence, 24 h; inhibition, % at 20 µM; 330,000 compounds, 1.3% hits;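 active = growth inhibition of the mutant yeast at or above 50%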;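 also: temperature-sensitive mutant grown at 25 °C; plate controls were DMSO-treated mutant yeast for no effect and medium wells lacking yeast for full effect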
CXCR6 block: blocks human CXCR6 beta-arrestin recruitment. O00574. CHO-K1 PathHunter CXCR6 beta-arrestin, luminescence. inhibition, % at 20 µM. 360,000 compounds, 0.36% hits. AID 602244; in the data active = inhibition above about 34%, passing the limit was not always enough;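 also: antagonist mode with CXCL16 agonist at 10 nM final; 0% = 10 nM CXCL16 with DMSO and 100% = unstimulated wells without agonist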
tim10-1 inh: tim10-1 yeast growth inhibition; S. cerevisiae tim10-1 ts strain growth, BacTiter-Glo, 24 h; inhibition, % at 20 µM; 330,000 compounds, 2.2% hits;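 active = inhibition of at least 40%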;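 also: mutant grown at 25 °C; 0% = DMSO wells with yeast and 100% = wells holding no yeast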
TIM10 inh: inhibits growth of TIM10 yeast strain; AID 463195; inhibition, % at 10 µM; 330,000 compounds, 1.4% hits; S. cerevisiae TIM10 strain growth, BacTiter-Glo luminescence, 24 h;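 active = inhibition of 40% or more at the single tested concentration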;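 also: wild-type TIM10 isogenic control strain grown at permissive 25 °C; 0% = DMSO yeast wells and 100% = minimal medium wells without yeast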
XBP1 UPR activ: activators of adaptive arm of unfolded protein response (XBP1); activation, % at 20 µM; 330,000 compounds, 0.33% hits; CHO-XBP1 luciferase reporter, IRE1-XBP1 UPR activation, luminescence; percent of tunicamycin response, DMSO as zero;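 active = versus positive control, 20 µM dose yields 30% or more activation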;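 also: 100% = tunicamycin at 10 µg/mL and 0% = DMSO only wells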
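Material: CHO cell line with stable XBP1 luciferase reporter; buffer or medium: F12 medium containing 10% fetal bovine serum; compound: single point, 20 µM final compound, 1% DMSO; incubation: 6 h treatment, 37 °C; measured by: glow luminescence from Steady-Glo reagent; evaluation: activation, % of tunicamycin; control set: tunicamycin high, DMSO low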
Mdm2-MdmX inh: inhibitors of human Mdm2/MdmX interaction; O15151+Q00987; SaOS-2 split-luciferase Mdm2/MdmX complementation, luminescence; inhibition, % at 8 µM; 330,000 compounds, 3% hits; AID 485346;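 active = inhibition of at least 50% at 8 µM in the primary screen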
Target sequence (O15151 whole entry, looked up): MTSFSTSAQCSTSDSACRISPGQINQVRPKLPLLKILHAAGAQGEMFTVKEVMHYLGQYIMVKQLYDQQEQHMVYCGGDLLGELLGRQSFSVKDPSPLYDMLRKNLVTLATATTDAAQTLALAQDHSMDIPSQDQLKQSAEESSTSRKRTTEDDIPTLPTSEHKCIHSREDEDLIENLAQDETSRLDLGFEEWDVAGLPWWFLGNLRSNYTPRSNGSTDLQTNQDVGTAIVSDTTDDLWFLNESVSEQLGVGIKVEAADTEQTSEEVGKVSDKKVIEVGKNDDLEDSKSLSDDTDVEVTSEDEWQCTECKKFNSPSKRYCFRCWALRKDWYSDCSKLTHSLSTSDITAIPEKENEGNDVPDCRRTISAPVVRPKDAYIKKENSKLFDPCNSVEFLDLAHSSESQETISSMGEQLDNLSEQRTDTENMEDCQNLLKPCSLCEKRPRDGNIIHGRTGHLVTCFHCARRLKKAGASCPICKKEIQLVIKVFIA
Target sequence (Q00987 whole entry, looked up): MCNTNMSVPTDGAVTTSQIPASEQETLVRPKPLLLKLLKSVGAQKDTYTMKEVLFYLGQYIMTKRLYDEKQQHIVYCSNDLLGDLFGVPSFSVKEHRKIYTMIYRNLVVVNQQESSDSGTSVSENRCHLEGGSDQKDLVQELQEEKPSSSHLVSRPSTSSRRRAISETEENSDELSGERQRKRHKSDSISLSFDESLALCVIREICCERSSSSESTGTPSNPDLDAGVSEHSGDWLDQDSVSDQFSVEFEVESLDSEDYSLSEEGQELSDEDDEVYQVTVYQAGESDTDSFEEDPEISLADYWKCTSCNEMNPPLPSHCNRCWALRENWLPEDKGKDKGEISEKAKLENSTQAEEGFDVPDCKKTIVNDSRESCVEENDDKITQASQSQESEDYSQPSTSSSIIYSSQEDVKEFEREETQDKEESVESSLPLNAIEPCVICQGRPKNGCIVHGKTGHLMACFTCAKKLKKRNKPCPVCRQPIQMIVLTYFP
UPR CHOP act: activators of apoptotic arm of unfolded protein response (CHOP); CHO-CHOP luciferase reporter, UPR activation, luminescence; percent of tunicamycin response over DMSO baseline; activation, % at 10 µM; 330,000 compounds, 0.34% hits; AID 449763;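 active = at 10 µM dose, activation of 40% or more, normalized to positive control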;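 also: 100% = tunicamycin at 10 µg/mL and 0% = DMSO alone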
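Assay system: CHO-CHOP cells, stable luciferase reporter of PERK-eIF2a-CHOP signalling / Buffer or medium: F12 plus 10% serum / Compound dosing: one dose, 10 µM in 0.5% DMSO / Times: 6 h compound treatment, 37 °C / Technique: luciferase luminescence / Read-out: % reporter activation, DMSO baseline versus tunicamycin full activation / Benchmarks: tunicamycin and DMSO controls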
APJ antag: APJ receptor antagonism; P35414; CHO-K1 APJ beta-arrestin complementation, luminescence; inhibition, % at 20 µM; 330,000 compounds, 0.32% hits;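 active = inhibition above about 40% at 20 µM, limit read from the data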;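 also: cells challenged with 10 nM apelin-13 agonist together with compound; plate controls were apelin-13 plus DMSO wells for no effect and DMSO wells lacking apelin-13 for full effect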
APJ ag: APJ receptor agonism; activation, % at 20 µM; 330,000 compounds, 0.11% hits; CHO-K1 APJ PathHunter beta-arrestin, luminescence; 0% DMSO wells, 100% apelin; P35414;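 active = activation more than six SD over the plate average, tested at 20 µM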;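 also: 0% = DMSO alone and 100% = apelin-13 at 10 nM; some results filed as inactive read as strong as hits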
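system = engineered CHO-K1 APJ arrestin reporter cells | input = 1000 cells per well | timing = overnight seeding, 90 min compound at 25 °C, 1 h detection | measured by = enzyme-fragment complementation luminescence | read-out = beta-arrestin recruitment to APJ as agonist activity, luminescent signal | control set = negative DMSO alone, positive Apelin-13 at 10 nM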
* marks the source's active call; other numbers are inactive results.

SMILES	tim23-1 inh	CXCR6 block	tim10-1 inh	TIM10 inh	XBP1 UPR activ	Mdm2-MdmX inh	UPR CHOP act	APJ antag	APJ ag
COCCCn1c(C(=O)NCCN2CCOCC2)cc2c(=O)n3ccccc3nc21	-6.7	-5.2	-4.4	7.6	3.5	5.1	1.5	16.7	2.7
COCCn1c(C)cc(C(=O)CSc2nc3ccccc3c(=O)n2C(C)COC)c1C (stereo not drawn)	-4.1	-3.1	-3.8	-36.0	-0.2	17.6	-2.0	-3.0	-2.6
Cc1ccccc1NC(=O)c1ccc2c(c1)OCCO2	4.7	-3.3	7.9	5.2	0.7	-15.2	3.4	29.0	-3.2
Cn1cc(-c2ccccc2C(=O)O)c(=O)c2cc(Cl)ccc21	-5.4	-3.0	0.6	-2.1	-0.1	18.0	0.5	7.7	0.4
CCc1cccc(CC)c1NC(=O)COC(=O)/C(C#N)=C/c1ccc(OC)cc1	10.5	6.8	21.0	15.8	-1.5	-26.8	0.7	-3.8	-5.2
NC(=O)CSc1nnc(C2CC2)n1-c1ccccc1	3.7	-3.1	-8.4	-3.8	2.8	2.8	-1.8	10.5	-4.0
S=C(NCc1ccccc1)NCc1ccc2c(c1)OCO2	35.2	-18.5	20.5	28.5	0.7	-12.1	-0.2	5.6	-0.9
Cc1cc(C)cc(-n2ccnc2SCC(=O)Nc2nccs2)c1	24.1	-0.3	13.5	4.0	-1.0	34.1	-0.2	5.0	-2.1
COc1c(C)cc(C(=O)C2CCCN(Cc3cnc(N4CCOCC4)s3)C2)cc1C (stereo not drawn)	6.6	-13.8	-3.2	-7.0	-2.1	23.1	1.5	1.8	-2.8
CCCCc1nc(SCC(=O)Nc2ccc(S(N)(=O)=O)cc2)n[nH]1	3.1	-5.9	-4.5	7.0	-3.7	7.6	0.5	8.5	0.6
Fc1cccc(NCc2ccoc2)c1	2.4	3.6	11.7	6.0	-2.5	-12.7	-2.2	-17.6	-2.5
CC(=O)c1sc(NC(=O)Cc2c(F)cccc2Cl)nc1C	34.6	-8.3	25.5	27.2	-3.9	8.4	1.2	15.4	-1.8
Cc1ccc(NC(=O)C2CCCN(c3nccc(C)n3)C2)c(C)c1 (stereo not drawn)	15.5	9.7	5.7	-17.1	-3.6	-4.5	1.4	2.4	0.8
COc1ccc(S(=O)(=O)Nc2ccc3c(c2)n(C)c(=O)n3C)cc1C	9.2	-4.4	-4.8	-12.2	-4.5	23.3	-0.9	2.8	-6.3
OCCC1CN(C2CCC2)CCN1Cc1ccc(F)c(F)c1 (stereo not drawn)	-9.5	4.4	-1.4	0.2	-1.3	10.7	1.6	-3.9	-2.2
CC(C)Cn1c(SCC(N)=O)nnc1-c1cccc(S(=O)(=O)N2CCOCC2)c1	1.2	-6.7	-16.5	58.0*	-1.9	9.0	0.8	-7.4	-0.7
CC(=O)Nc1ccc(C(=O)N/C(=C\c2ccccc2)C(=O)Nc2cccc(C(=O)O)c2)cc1	7.9	-1.2	0.4	-17.5	-2.2	44.4	2.0	-6.7	-2.8
Cc1cccc(C)c1NC(=O)CCCSc1nc2ccccc2s1	20.7	4.5	6.3	16.9	-2.9	15.5	1.8	12.2	-1.7
Cc1ccc(C(=O)Cn2c(=N)n(CCN3CCOCC3)c3ccccc32)cc1	13.2	6.8	12.9	-5.8	2.4	-11.0	1.3	14.7	-1.2
CCOC(=O)CCCNC(=O)COC(=O)c1cc(C)cc(C)c1	10.8	-9.7	10.7	-4.6	-1.5	-21.5	-2.7	6.9	-0.2
COc1ccccc1CN1CC(C(=O)NCc2nc3ccccc3n2C)CCC1=O (stereo not drawn)	14.4	3.3	4.3	3.2	-2.2	21.6	1.6	-3.4	-6.0
COc1ccc(CCNC(=O)COc2ccc(C)nc2[N+](=O)[O-])cc1OC	10.3	12.9	-4.7	-11.6	0.6	-3.0	0.3	-5.1	-1.1
O=C(COc1ccc2ccccc2c1)NNC(=O)c1ccc([N+](=O)[O-])cc1	-6.7	-1.0	-8.3	-12.0	-3.8	2.3	-2.0	-31.6	-0.7
CC(=O)NCCC(=O)Nc1nc(C)c(Cc2ccc3c(c2)OCO3)s1	13.8	-4.0	6.0	13.5	-1.2	-1.1	-1.7	14.2	-2.0
CCCn1ncc(CN2CCC(n3nccc3NC(=O)c3ccccc3Cl)CC2)c1C	-14.6	-4.0	-1.7	-6.7	-4.6	24.7	-0.9	7.3	-9.3
CCOC(=O)c1cnn(-c2nc(OC)cc(OC)n2)c1C(F)(F)F	31.8	-0.4	15.1	7.6	-1.6	25.5	1.5	1.0	-0.4
CCOCCCNC(=O)CN1C(=O)/C(=C/c2ccccc2C)Sc2ccccc21	19.4	7.7	24.5	14.6	-0.9	-6.9	-2.3	-10.7	-3.7
CC(=O)Nc1ccc(S(=O)(=O)Nc2ccc(N3CCOCC3)cc2)cc1	0.5	-4.1	3.5	-11.7	-0.6	4.1	0.6	14.5	0.5
O=C(COC(=O)c1c[nH]c(=O)[nH]c1=O)NCc1ccccc1	6.0	-2.8	3.8	-1.3	-4.0	5.3	0.5	17.4	0.7
CCN(CC)CCNC(=O)c1ccc(NC(=O)c2cn(-c3ccc(F)cc3)nc2-c2cccc(OC)c2)cc1	5.3	-3.2	-2.8	-11.0	-0.7	96.4*	6.2	-12.0	1.0
COc1cc2nc(SCC(=O)NCCc3ccccc3)n(Cc3ccco3)c(=O)c2cc1OC	20.7	-6.3	24.3	15.2	1.8	10.4	0.7	23.9	-1.3
O=C(CN1C(=O)C2C3C=CC(C3)C2C1=O)OCC(=O)c1ccc(Cl)cc1 (stereo not drawn)	23.0	3.4	4.6	14.1	-5.5	-0.3	2.1	3.3	9.4
CC1=C(C(N)=O)C(c2cccs2)n2ncnc2N1 (stereo not drawn)	14.2	5.2	7.2	-13.6	-1.6	-2.1	-0.2	1.3	-1.1
COc1cc(/C=N/NC(=O)CCn2nc(C)cc2C)ccc1O	13.3	6.2	7.3	15.7	-2.0	5.6	-2.4	-5.3	-2.1
CCOC(=O)c1cc(-c2ccco2)nc2c1c(C)nn2CCC#N	6.8	16.4	5.8	-0.5	2.8	28.8	1.0	-5.5	-10.7
Cc1ccc(C(=O)COC(=O)C2C3C=CC(C3)C2C(=O)OCC(=O)c2ccc(C)c(C)c2)cc1C (stereo not drawn)	19.5	7.9	20.2	10.5	-1.1	3.1	0.2	-1.3	0.4
CC(C)(C)c1nnc(NC(=O)COc2ccc3c(c2)OCO3)s1	16.4	6.5	18.6	18.6	2.7	-107.3	3.4	5.3	5.6
N#CC1=C(N)Oc2cc(N)ccc2C1c1cc(Br)cs1 (stereo not drawn)	17.6	12.5	0.1	18.3	0.1	58.4*	-0.6	-0.6	3.1
Cc1cnc(NS(=O)(=O)c2ccccc2)c(Br)c1	17.2	-3.3	21.2	25.8	3.4	8.3	1.5	7.7	-5.6
Cc1ccc(S(=O)(=O)N2CCOCC2)cc1NC(=O)COC(=O)/C=C/c1ccc(F)cc1	12.7	2.9	13.1	1.8	-0.7	11.8	-0.6	8.9	-4.2
O=C(NC1CCCCCC1)C1CCN(C(=O)Cc2ccccc2)CC1	9.4	7.3	15.8	-1.2	-2.7	9.6	-1.0	9.4	-0.8
COCCOC(=O)C1=C(C)NC(=O)NC1c1cn(-c2ccccc2)nc1-c1cccs1 (stereo not drawn)	22.2	8.1	24.4	25.7	-3.8	-9.9	0.0	-16.7	-3.1
CC(=O)c1nn(-c2ccc(C(F)(F)F)cc2)c(=O)[nH]c1=O	3.7	-7.3	3.4	21.4	-1.2	-5.6	0.2	8.7	-3.5
Cc1cc(NC(=O)Cn2cnc3c2c(=O)n(C)c(=O)n3C)n(-c2ccccc2)n1	7.0	-6.1	-5.6	11.6	-0.1	12.7	0.4	2.5	-0.5
Cc1ccccc1CN1CCN(CC(=O)NCc2ccco2)C1=O	7.5	-8.1	9.2	6.3	0.0	-22.4	-0.8	-5.3	-2.0
O=C(NCCCN1CCCC1=O)c1cc(S(=O)(=O)N2CCOCC2)ccc1Cl	-1.6	-6.9	-4.2	16.0	-2.0	23.0	2.4	22.9	2.0
Cc1cccc(N/N=C/c2ccc(C)s2)c1	23.0	4.6	12.6	-4.7	-3.4	-15.5	5.3	9.7	-5.8
Cc1ccc(C(NC(=O)NC(C)c2ccccc2)C(Cl)(Cl)Cl)cc1F (stereo not drawn)	16.8	-8.1	24.6	20.9	-3.4	54.7*	3.1	-5.7	-0.2
COc1ccc(/C=C(\NC(=O)c2ccc(C)cc2)C(=O)NCCN2CCOCC2)cc1	-0.1	-0.4	-13.7	5.2	1.0	-7.0	1.7	15.9	-2.0
COc1ccc(N(C)S(=O)(=O)c2ccc(Cl)c(C(=O)NCCc3ccc(Cl)cc3)c2)cc1	7.1	-0.4	6.5	19.6	-2.3	22.8	-0.4	6.4	-1.8
O=C(NC(=O)c1ccccc1Cl)C(=O)Nc1ccc(Cl)cc1	4.6	3.5	-0.9	-15.0	-2.1	-13.0	-2.3	0.8	6.6
COc1ccc(-c2noc(=O)n2CC(=O)N2CCC(Cc3ccccc3)CC2)cc1	3.3	4.2	-10.1	5.8	4.2	-12.5	-0.6	-13.2	-2.0
Cc1cc(C)n(-c2ncnc3c2oc2ccccc23)n1	19.1	-2.1	25.6	-1.5	2.2	14.2	0.3	-17.3	-5.4
CCCCn1ccc(O)c(Cc2ccc(F)cc2)c1=O	-1.3	2.6	-18.6	-11.9	-3.9	2.5	-1.3	5.1	2.9
O=C(Nc1cccc(NC(=O)c2ccc(-c3ccc(Br)cc3)o2)c1)c1ccccc1	-10.2	6.8	0.7	-40.0	-0.9	43.0	2.9	-13.5	2.6
Cc1ccc(C(=O)Nc2cc(-c3ccn[nH]3)c(C)n(N)c2=O)cc1	4.3	2.1	7.4	-1.8	-2.7	19.5	1.0	23.6	-1.8
COc1ccc(N=C(N)SCc2ccccn2)cc1	11.1	-0.5	6.6	5.3	-0.9	1.8	2.2	-20.6	-2.2
Cc1cccc(NC(=O)C2CCCN2S(=O)(=O)c2ccc3c(c2)n(C)c(=O)c(=O)n3C)c1 (stereo not drawn)	44.7	3.8	-1.8	-14.0	-3.9	14.4	1.8	-8.0	-1.7
O=C(COc1ccc(Br)cc1F)NCC1(N2CCCCC2)CCCCC1	4.5	-3.4	-1.7	-3.5	5.9	-24.2	0.9	13.8	-0.5

Part of the list above, with two lines to a compound:
Second line of a record: tim23-1 inh	CXCR6 block	tim10-1 inh	TIM10 inh	XBP1 UPR activ	Mdm2-MdmX inh	UPR CHOP act	APJ antag	APJ ag
> Cc1ccc(C(NC(=O)NC(C)c2ccccc2)C(Cl)(Cl)Cl)cc1F (stereo not drawn)
  16.8	-8.1	24.6	20.9	-3.4	54.7*	3.1	-5.7	-0.2
> COc1ccc(/C=C(\NC(=O)c2ccc(C)cc2)C(=O)NCCN2CCOCC2)cc1
  -0.1	-0.4	-13.7	5.2	1.0	-7.0	1.7	15.9	-2.0

An excerpt; count on the stated rates, not on these rows.
